Bioassay records: PubChem, several laboratories
SSB-PriA inh: inhibitors of Klebsiella pneumoniae PriA binding to SSB C-terminal tail; AlphaScreen SSBct-PriA binding, biotinylated peptide; inhibition, % at 33 µM; 430,000 compounds, 0.6% hits; in the data active means inhibition mostly above about 37%, no sharp cut-off; inactive means mostly below about 20%;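 further: plate controls were negative control peptide for no effect and reference peptide for full effect; strong numbers were not always called active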
Mtb FBA inh: inhibitors of M. tuberculosis fructose-bisphosphate aldolase | 360,000 compounds, 2.3% hits | AID 588726 | purified M. tuberculosis FBA, fluorescence read-out | inhibition, % at 1 µM | P9WQA3; in the data active means inhibition above about 27%;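 further: 0% = vehicle and 100% = reference inhibitor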
Target sequence (P9WQA3 whole entry, looked up): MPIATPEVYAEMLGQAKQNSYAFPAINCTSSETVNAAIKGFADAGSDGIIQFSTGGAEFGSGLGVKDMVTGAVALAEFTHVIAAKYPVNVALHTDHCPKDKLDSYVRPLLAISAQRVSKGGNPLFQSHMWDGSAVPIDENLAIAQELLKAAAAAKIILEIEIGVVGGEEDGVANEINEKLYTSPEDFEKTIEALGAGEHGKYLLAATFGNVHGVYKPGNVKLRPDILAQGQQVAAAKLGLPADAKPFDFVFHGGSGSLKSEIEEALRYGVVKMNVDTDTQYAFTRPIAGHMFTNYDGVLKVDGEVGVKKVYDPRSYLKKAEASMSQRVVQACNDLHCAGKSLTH
GDH-TPI inh: inhibits GDH-TPI coupling enzymes, artifact for Mtb FBA screen; GDH-TPI coupled enzyme counterscreen, NADH absorbance; inhibition, % at 4.8 µM; 360,000 compounds, 1.2% hits; AID 588335; in the data active means inhibition above about 30%;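 further: 0% = DMSO wells and 100% = wells lacking the enzyme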
UGM FP inh: inhibitors of M. tuberculosis UDP-galactopyranose mutase; purified UGM, fluorescence polarization probe displacement; inhibition, % at 10 µM; 320,000 compounds, 0.06% hits; in the data active means inhibition above about 10%, passing the limit was not always enough
Mtb BioA inh: BioA (M. tuberculosis) enzyme inhibition; inhibition, % at 9.99 µM; purified M. tuberculosis BioA enzyme, plate reader; 360,000 compounds, 0.096% hits; AID 602481; in the data active means inhibition above about 40%
Rv3671c inh: Rv3671c (M. tuberculosis) protease inhibition | inhibition, % at 5.96 µM | AID 2606 | 320,000 compounds, 0.048% hits; in the data active means inhibition above about 38%;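 further: extracellular domain of Rv3671c used as enzyme; 0% = enzyme with DMSO and 100% = no enzyme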
Target sequence (P9WHR9 whole entry, looked up, the tested form may be a part): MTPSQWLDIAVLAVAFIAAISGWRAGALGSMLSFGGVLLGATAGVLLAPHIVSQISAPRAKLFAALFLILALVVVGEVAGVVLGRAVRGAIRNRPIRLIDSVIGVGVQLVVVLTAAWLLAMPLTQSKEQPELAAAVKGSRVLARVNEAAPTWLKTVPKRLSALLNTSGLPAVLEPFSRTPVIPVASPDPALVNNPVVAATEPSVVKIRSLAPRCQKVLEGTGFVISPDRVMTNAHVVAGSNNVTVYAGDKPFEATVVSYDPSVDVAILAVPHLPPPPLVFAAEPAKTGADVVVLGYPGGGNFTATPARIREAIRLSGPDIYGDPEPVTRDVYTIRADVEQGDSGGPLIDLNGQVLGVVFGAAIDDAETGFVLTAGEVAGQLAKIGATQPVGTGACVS
BH1578 lux ind: quorum light induction in luxS cqsA deficient V. cholerae | V. cholerae BH1578 lux reporter, luminescence, 6 h | activation, % at 18.7 µM | 350,000 compounds, 0.16% hits | AID 588436; in the data active means activation mostly above about 9.7%, no sharp cut-off; further: not every result past the cut was called active; inactives centre near 0; reference of the scale not given here
MazF activator: MazEF (E. coli) toxin RNase activation | FAM/BHQ RNA-DNA oligo cleavage fluorescence, 5 h | activation, % at 20 µM | P0AE70 | AID 504720 | 350,000 compounds, 0.32% hits; in the data active means activation above about 50%
Target sequence (P0AE70 whole entry, looked up): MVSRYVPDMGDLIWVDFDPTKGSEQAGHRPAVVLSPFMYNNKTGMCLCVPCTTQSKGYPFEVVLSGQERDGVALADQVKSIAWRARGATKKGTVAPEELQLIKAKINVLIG
SARS 3CLpro inh: SARS-CoV 3CLpro protease inhibition; P0C6X7; recombinant SARS-CoV 3CLpro, quenched FRET peptide cleavage; inhibition, % at 6 µM; 290,000 compounds, 0.14% hits; AID 1706; in the data active means inhibition above about 12%
DUSP3 inh: inhibitors of human VHR1 phosphatase (DUSP3); inhibition, % at 13.3 µM; 290,000 compounds, 0.52% hits; P51452; recombinant VHR phosphatase, pNPP absorbance; in the data active means inhibition above about 50%; further: some compounds called inactive have numbers as strong as hits
Target sequence (P51452 whole entry, looked up): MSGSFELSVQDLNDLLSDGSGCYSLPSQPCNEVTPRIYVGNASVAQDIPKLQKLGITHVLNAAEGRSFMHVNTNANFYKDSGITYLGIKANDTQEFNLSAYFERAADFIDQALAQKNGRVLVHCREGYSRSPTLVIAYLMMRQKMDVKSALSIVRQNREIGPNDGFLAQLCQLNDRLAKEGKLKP
Starred values were filed as active, the others as inactive; i = inactive; · = no result given; & = joins results of further samples. A portion of the library, so the mix of outcomes need not match the whole.

SMILES	SSB-PriA inh	Mtb FBA inh	GDH-TPI inh	UGM FP inh	Mtb BioA inh	Rv3671c inh	BH1578 lux ind	MazF activator	SARS 3CLpro inh	DUSP3 inh
CC(NC(=O)CCN1N=C(c2ccccc2)CCC1=O)c1ccc2c(c1)OCCO2 (configuration not stated)	·	·	·	-1.1	·	7	·	·	2	12
CCC(C(=O)NC1CCCC1)N(C(=O)Cn1nnc(-c2cccs2)n1)c1cnc2ccccc2c1 (configuration not stated)	2	-3	9	-0.2	1.1	-11	i	-3	3	10
CCCOc1ccc(N2C(=O)CC(NCCCN3CCC(C(N)=O)CC3)C2=O)cc1 (configuration not stated)	0	-5	1	2.2	-1.3	-3	i	4	-1	·
CC1Cc2ccccc2N1C(=O)CSc1ncc(-c2ccc(F)cc2)n1C (configuration not stated)	45	-5	2	-2.9	0.1	-4	-0.3	3	6	2
O=C1CN=C(Nc2ccccc2Cl)N1Cc1ccc2c(c1)OCO2	-6	4	3	0.3	1.1	0	-0.6	-16	0	20
CCOC(=O)c1cnc2ccc(C)cn2c1=O	-7	65*	9	-0.1	-0.6	4	0.6	-4	0	8
CCC1(CCC(C)C)C(=O)NC(=S)NC1=O	-2	1	6	·	-0.8	·	3.3	8	·	·
Cc1cc(C(=O)C(C)OC(=O)c2cnccn2)c(C)n1-c1ccccc1 (configuration not stated)	5	-1	-1	2.2	·	-1	i	2	·	·
CCN1C(=O)N(CC)C2NC(=S)NC21 (configuration not stated)	-7	1	-10	-3.1	-1.7	10	i	3	2	31
COc1cccc(CNC(=O)CSCC(=O)Nc2ccc(C)cc2)c1	3	-1	1	-3.8	-1.1	12	i	-10	·	·
COc1cccc(NC(=O)C(NCC(C)(C)CN(C)C)c2ccccc2)c1 (configuration not stated)	-8	4	14	2.7	-1.2	-10	i	5	0	14
Cc1nc(SCCCSc2n[nH]c(C)n2)n[nH]1	-16	4	3	2.9	-4.8	-2	i	-5	2	14
CC(C)n1nnnc1-c1cc(Cl)cc(Cl)c1	-5	1	1	1.8	3.4	0	-0.7	4	2	2
CC(=O)N1CCc2cc(S(=O)(=O)NC(CC(C)C)C(=O)Nc3cc(C(=O)O)ccc3C)ccc21 (configuration not stated)	-12	5	-2	0.0	0.0	-5	i	6	2	-2
COc1ccc(-c2nn(-c3ccccc3C)cc2CNC(C)c2cn(C)nc2C)cc1F (configuration not stated)	-29	8	1	0.9	0.7	3	i	0	-4	0
CCC(C)(C)NC(=O)C(c1ccc(O)cc1)N(C(=O)Cn1nnc2ccccc21)c1ccc(NC(C)=O)cc1 (configuration not stated)	-5	5	5	2.0	-2.4	2	-0.3	-16	28*	24
COc1cccc(-n2c(SCC(=O)N3CCc4ccccc43)nnc2-c2c[nH]c3ccccc23)c1	-12	1	-7	2.9	0.3	4	i	-23	2	-4
CC(C)OC(=O)CCCN1C(=O)c2ccc(N)cc2C1=O	-12	-1	14	0.1	-1.2	1	-0.5	1	-5	21
CC(C)c1ccc(NC(=O)C2C3C=CC(CC3)C2C(=O)O)cc1 (configuration not stated)	-7	-4	-9	-0.1	-0.4	1	i	1	·	·
OC(COc1ccccc1)Cn1cc(Br)cn1 (configuration not stated)	-21	4	-5	1.6	-0.4	-1	-0.2	0	-10	15

Overlap with the part before: two entries; new compounds follow.
SMILES	SSB-PriA inh	Mtb FBA inh	GDH-TPI inh	UGM FP inh	Mtb BioA inh	Rv3671c inh	BH1578 lux ind	MazF activator	SARS 3CLpro inh	DUSP3 inh
CC(C)c1ccc(NC(=O)C2C3C=CC(CC3)C2C(=O)O)cc1 (configuration not stated)	-7	-4	-9	-0.1	-0.4	1	i	1	·	·
OC(COc1ccccc1)Cn1cc(Br)cn1 (configuration not stated)	-21	4	-5	1.6	-0.4	-1	-0.2	0	-10	15
Cc1csc(NC(=O)CN(C)S(=O)(=O)c2cccc3cccnc23)n1	-3	4	4	-1.2	0.0	0	-0.1	10	-2	36
CCn1nnnc1NCc1c(OC)ccc2ccccc12	-4	0	-1	0.4	·	1	0.0	4	-3	8
CC(=O)c1cccc(NC(=O)C(C)N2CCc3ccccc3C2)c1 (configuration not stated)	-13	0	-3	-1.9	2.1	-15	2.8	13	-4	15
Cc1nn(-c2ccccc2)c2c1C1(C(=O)N(C)c3ccccc31)N(c1ccccc1)C(=O)N2 (configuration not stated)	-12	-2	3	0.6	-1.7	-10	-8.0	3	-4	10
CCc1ccc([C@@H]2CC=C(C(=O)O)[C@H](c3ccccc3F)N2S(=O)(=O)c2ccc(C)cc2)cc1	2	5	6	2.0	2.2	-12	i	-4	·	·
COc1ccc(NC(=O)C2CCN(C(=O)Nc3ccccc3)CC2)cc1S(=O)(=O)N(C)C	0	-3	-1	2.0	-1.9	2	-0.7	-3	·	·
O=C(NCc1cccc(Cl)c1)c1cccc(OC2CCN(C(=O)C3CC3)CC2)c1	-13	-2	4	-0.8	0.8	1	i	5	1	9
COc1ccccc1Nc1nc(-c2ccccc2)nc2ccccc12	-6	6	5	-2.0	·	-15	-0.2	-15	4	30
CC(=O)c1cn(Cc2ccccc2F)c2ccccc12	-15	2	7	·	-1.0	·	7.7	4	-1	1
CCN(CC(=O)NC1CCS(=O)(=O)C1)C(=O)c1ccc(OC)c([N+](=O)[O-])c1 (configuration not stated)	-12	-1	9	0.4	-1.3	-2	i	7	·	·
O=C(COC(=O)COc1ccccc1[N+](=O)[O-])NC1CCCCC1	-11	-3	-7	-1.0	-0.2	0	-3.4	8	·	·
Cc1cc(C)cc(C(=O)OCC(=O)NCc2ccco2)c1	-3	-4	-2	-0.6	-0.7	-3	-0.9	-1	·	·
NC1=NC(=O)/C(=C/c2c(OS(=O)(=O)c3ccc(Cl)cc3)ccc3ccccc23)S1	-12	-6	4	1.2	·	-6	-0.3	-11	0	-4
O=C(c1nc2ccccn2c1CNCCOc1cccnc1)N1CCOCC1	-12	-1	-3	2.4	·	-4	-0.8	4	-1	13
CCOc1ccccc1-n1c(SCC(=O)N2CCCc3ccccc32)nnc1-c1cccnc1	7	-3	-10	0.9	·	4	0.3	-2	2	-4
Cc1ccc(/C=C2\SC(=O)N(CCNC(=O)C3CSC4(C)CCC(=O)N34)C2=O)cc1 (configuration not stated)	-3	-4	26	1.4	0.4	1	i	7	·	·
CCOC(=O)Nc1ccc2c(c1)nc(CN1CCN(C(C)=O)CC1)n2C	-8	3	7	7.1	0.7	1	i	1	-1	7
CCNS(=O)(=O)c1ccc(CCC(=O)Nc2ccccc2C(=O)OC)cc1	-10	2	0	0.0	·	1	-0.3	2	0	-20
CCSc1ncnc2sc(C)c(C)c12	-17	9	-4	·	·	-6	4.2	-11	1	-5
CC(C)C12CN3CCN(CC(C3)/C1=N\NC(=O)Nc1ccccc1)C2	·	-3	-1	-0.4	·	0	i	-3	3	-10

Entries of single compounds, quoted from the list. Screens in order: SSB-PriA inh	Mtb FBA inh	GDH-TPI inh	UGM FP inh	Mtb BioA inh	Rv3671c inh	BH1578 lux ind	MazF activator	SARS 3CLpro inh	DUSP3 inh
CC(=O)c1cccc(NC(=O)C(C)N2CCc3ccccc3C2)c1 (configuration not stated) reads -13	0	-3	-1.9	2.1	-15	2.8	13	-4	15
CCOc1ccccc1-n1c(SCC(=O)N2CCCc3ccccc32)nnc1-c1cccnc1 reads 7	-3	-10	0.9	·	4	0.3	-2	2	-4

Next part.
SMILES	SSB-PriA inh	Mtb FBA inh	GDH-TPI inh	UGM FP inh	Mtb BioA inh	Rv3671c inh	BH1578 lux ind	MazF activator	SARS 3CLpro inh	DUSP3 inh
CC(=O)c1ccc(NC(=O)C(NC(=O)c2ccccc2)=C(C)C)cc1	-1	8	1	-3.7	1.1	5	i	3	0	12
CCN(CC)c1nc(-c2nn[nH]n2)nc(N(CC)CC)n1	-9	-2	5	-0.6	1.0	5	-0.4	-3	5	5
CCOC(=O)c1c(C=O)c2ccccc2n1Cc1ccccc1F	-12	2	14	1.1	-5.1	-13	-0.2	-16	0	36
Cc1ccc(-c2nn(CCC(=O)Nc3cccnc3)c(=O)c3ccccc23)cc1	7	1	-2	-3.4	89*	9	-0.3	7	-3	12
CCOC(=O)C/C(C)=N/NC(=O)Nc1ccccc1	·	0	5	4.5	-1.4	-2	-2.7	5	1	14
CCCOc1ccc(C(=O)N2CCCc3ccccc32)cc1	-22	2	3	-2.0	0.4	-9	·	0	2	-16
N#Cc1cncc(C#Cc2ccccc2)c1	-13	11	6	-0.5	·	-4	i	8	1	20
COC(=O)C1CN(C(=O)COc2ccc(Cl)cc2Cl)c2ccccc2O1 (configuration not stated)	-11	-1	0	-2.2	-1.8	3	0.0	12	7	24
CC(=O)Nc1ccccc1N(C)S(=O)(=O)c1ccc(C)cc1	-12	-2	-2	-1.7	-0.4	-2	i	1	0	5
Cc1ccc(Cl)cc1NC(=O)CCN1C(=O)C2C3CCC(C3)C2C1=O (configuration not stated)	1	1	4	-1.7	-1.5	7	i	-4	-3	23
COc1ccc(OC)c(/C=N/NC(=O)C(=O)N2CCCC2)c1	·	-2	15	2.3	·	-4	1.4	-11	7	16
Cc1c(OCC(=O)N2CCC(C(=O)O)CC2)ccc2c3c(c(=O)oc12)CCCC3	-10	66*	18	4.3	1.3	1	-0.6	5	-3	33
CC1(c2ccc([N+](=O)[O-])cc2)NC(=O)N(CC(=O)Nc2cccnc2Cl)C1=O (configuration not stated)	-1	-1	2	1.3	0.1	2	i	1	·	·
Cc1cc(OC(C)C(=O)NNC(=O)Nc2ccc(F)cc2F)cc(C)c1Cl (configuration not stated)	-7	3	-1	3.7	-0.4	1	0.7	0	-3	-5
CC(CCc1ccccc1)NC(=O)[C@@H]1Cc2ccccc2CN1 (some centres not stated)	3	1	5	-0.5	-2.6	·	-0.5	9	1	9
COc1cccc(NC(=O)C(C)SCc2ccccc2)c1 (configuration not stated)	-28	-1	0	-0.7	·	1	-0.4	-1	-9	20
CC(C)NC(=O)N(C)C[C@H]1Oc2c(NC(=O)Nc3ccc(C(F)(F)F)cc3)cccc2C(=O)N([C@H](C)CO)C[C@@H]1C	-2	-3	-10	-2.8	0.1&0.6	-1	-1.3	6	·	·
CN(C(=O)C1CCN(S(=O)(=O)c2cccc3nonc23)CC1)C1CCCCC1	-5	-1	7	-0.5	-0.6	0	-2.5	0	-6	-13
Cc1cccc(NC(=O)CNC(=O)Cc2ccc3c(c2)OCCO3)c1C	9	-3	-6	·	-1.9	1	0.0	0	·	·
CCn1c(SC)nc2cc(S(=O)(=O)N3CCCCC3)ccc21	-8	3	7	1.3	-3.5	-2	0.1	-20	·	·
O=C(COC(=O)/C=C/c1ccccc1[N+](=O)[O-])NC1CCS(=O)(=O)C1 (configuration not stated)	-9	-2	-3	0.3	·	-4	-0.7	4	5	34
CCN(C(=O)CSc1nnc(NCCOC)s1)c1c(N)n(Cc2ccccc2)c(=O)[nH]c1=O	0	-2	1	·	-0.2	·	i	6	·	·
CSc1cccc(NC(=O)CN2C(=O)COc3ccc(S(=O)(=O)N4CCOCC4)cc32)c1	-5	-1	-2	1.5	-0.2	-5	-1.7	6	7	-9
C[C@H](CO)N1C[C@H](C)[C@@H](CN(C)C(=O)Nc2ccc3c(c2)OCO3)Oc2c(NC(=O)Nc3ccc4c(c3)OCO4)cccc2C1=O	18	6	13	0.0	-1.3	3	i	1	·	·
O=C(O)c1cc(-c2ccccc2)c(N2CCOCC2)s1	-6	-3	18	-2.0	-3.6	-8	1.9	2	-2	4
OC1(C#Cc2c(-c3ccsc3)oc3ccc(N4CCOCC4)cc23)CCCCC1	0	24	17	-2.8	-1.7	4	i	-2	·	·
COC1=C(OC)[C@]23CCc4ccc(OC)c(OC)c4[C@]2(CCN3C)CC1=O	-9	3	7	-1.1	-0.3	2	i	-1	·	·
Cc1ccc(SCCCn2cnc3ccccc3c2=O)cc1	-1	-1	8	-2.6	-1.1	-12	2.6	-5	1	-2
